# Bioassay records from PubChem.
# ERK EGF block: qHTS Assay for Inhibitors of the ERK Signaling Pathway using a Homogeneous Screening Assay; Stimulation with EGF; HEK293-V1b, EGF-stimulated phospho-ERK AlphaScreen; Potency, µM (doses to about 11.5 µM), for inactives: at the top dose activity change, negative = inhibition, hits mostly inhibitors; hit rate 0.41% among 130,000; AID 1454, 2008; active = well fitted inhibition curve with a large enough effect; inconclusive = small, poorly fitted or top-dose-only effect, or effect the other way;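 note: plate controls were stimulated vehicle wells for no effect and unstimulated vehicle basal for full effect; nearly all actives have a fitted effect of over 55% in size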
#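 In this qHTS, HEK293 cells with stable type-1 vasopressin (V1b) receptor were exposed to compound at 37C for 30 min, stimulated 5 min with EGF at 25 nM, lysed, and probed for phospho-ERK by AlphaScreen.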
# The depositor's hits bear a star; ? = inconclusive; [ ] = dose if it differs, or a comment. Potency is the fitted concentration of half-maximal effect.
SMILES,ERK EGF block
COc1ccccc1NC(=O)Cn1cnc2sc(C)c(S(=O)(=O)N3CCCCC3)c2c1=O,0%
O=C1c2cccc3cccc(c23)C(=O)N1/N=C/c1ccc(O)cc1O,0%
CC(C)(C)NC(=O)NCC1CCCC1NC(=O)NC(C)(C)C (stereo not drawn),-9%[57.5 µM]
Cc1ccc(NC(=O)C2CCCN2S(=O)(=O)c2ccc3c(c2)n(C)c(=O)c(=O)n3C)cc1 (stereo not drawn),3%[57.5 µM]
S=c1[nH]nc(CSCc2ccccc2Cl)n1C1CCCCC1,1%
CC(C)C1Oc2ccccc2N(CC(=O)N(Cc2ccncc2)Cc2ccco2)C1=O (stereo not drawn),-2%
CC1(C)CC(N=c2cc(-c3ccccc3)oc3ccc(Cl)cc23)CC(C)(C)N1,?
COC(=O)CN(C#N)c1nc(NC(C)C)nc(OC)n1,-2%
CC(C)/C(O)=C1/C(=O)OC(c2ccoc2)[C@@]2(C)C(O)C(O)[C@@]34OC5(C)OC67CC(C)(C(O)[C@@]6(O)C(O)[C@@]3(O5)C12)C(CC(=O)O)[C@@]74C (stereo partly drawn),-1%
O=C(c1ccco1)c1cn(CC(=O)N2CCCCCC2)c2ccccc12,8%
Cc1[nH]c(C)c2c(=O)n(Cc3ccc(Cl)cc3)ncc12,-12%[57.5 µM]
CC(C)[C@H](NC(N)=O)C(=O)NCCc1ccc(Cl)cc1Cl,-8%
COC(=O)N1CCC2(CC1)CCN(c1ncccn1)CC2,14%
CN(C)CCNc1nc(S(=O)(=O)c2ccccc2)c(Cl)s1,0%
Fc1ccccc1/C=N/NC(=S)Nc1ccc(Cl)cc1Cl,8%
Cc1cc(N2CCOCC2)nc2ccc(NC(=S)N3CCN(c4ccccc4)CC3)cc12,-5%
CCc1c(C#N)c(SCc2c(C)noc2C)nc2c1C(=O)CC(C)(C)C2,-15%
CCSc1ccc(-c2ccco2)nn1,-3%
Cc1nn(CCCC(=O)Nc2c(F)cc(F)cc2Br)c(C)c1[N+](=O)[O-],9%
COc1cc(OC)cc(C(=O)NCC(=O)OCC(=O)Nc2ncc(Cl)cc2Cl)c1,-6%
CCc1nc2sc3c(Cl)ncnc3c2c2c1CCCC2,4%[57.5 µM]
CC(C)NC(=O)NC(=O)CSc1ncccn1,-1%
CCOc1ccc(Nc2nc(N3CCCC3)nc(N3CCN(c4ccc(OC)cc4)CC3)n2)cc1,2%
O=C(COc1ccccc1[N+](=O)[O-])N/N=C/c1ccc[nH]1,-3%[57.5 µM]
CC1CCCCC12NC(=O)N(CC(=O)NCc1ccc3c(c1)OCO3)C2=O (stereo not drawn),-3%
O=C(CCCCCCC(=O)c1ccccc1)c1ccccc1,-3%
N#C/C(=C/c1ccco1)C(N)=S,-7%[57.5 µM]
COc1ccc(/C=C(/NC(=O)/C=C/c2ccccc2)C(=O)N2CCOCC2)cc1,1%
COc1ccc2c(c1)CCC/C2=N/OC(=O)c1ccccc1OC,?
COc1cc(OC)cc(C(=O)N[C@H](C(=O)Nc2nc(-c3ccc(F)c(F)c3)cs2)C(C)C)c1,0%
CCC/C(C)=C/c1ccc(CC)cn1,-10%[57.5 µM]
Cc1ccc(-n2nc(C)cc2Nc2ncc(Cl)cc2Cl)cc1,5%
CN1N=C(/C=C/c2ccccc2)CCC1=O,4%
COc1ccc(/C=C(\NC(=O)c2ccc(C)cc2)C(=O)NCC2CCCO2)cc1 (stereo not drawn),8%
COc1ccc(Oc2ncc3nc(-c4ccccc4)c(=O)n(Cc4cccs4)c3n2)cc1,5%
CCOC(=O)Cn1c(=N)n(CCOc2ccc(F)cc2)c2ccccc21,7%[57.5 µM]
O=c1c2c3c(sc2nc(NCCO)n1CCc1ccccc1)CCCCC3,3%
CCOc1ccc(NC(=O)COC(=O)CCS(=O)(=O)c2ccc(C)cc2)cc1,-2%
CN(CCC1CCOCC1)Cc1cn[nH]c1-c1ccc(-c2ccccc2)cc1,-3%
CCn1cc(C(=O)N2CCc3ccccc32)c(=O)c2cc(S(=O)(=O)N3CCCC3)ccc21,-8%
O=C(c1cc(C2CC2)nc2ccc(Br)cc12)N1N=C(C(F)F)CC1(O)C(F)F (stereo not drawn),8%
CNC(=S)/N=C/NOCc1c(Cl)cccc1Cl,4%
O=C(/C=C/c1cccc([N+](=O)[O-])c1)OC1CCCCC1=O (stereo not drawn),-5%
CC(C)c1ccc(Nc2nnc(SCC(=O)c3nnc(-c4ccccc4)o3)s2)cc1,8%
COc1ccc(C(C[N+](=O)[O-])C2(c3ccc(OC)c(OC)c3)C(=O)c3ccccc3C2=O)cc1 (stereo not drawn),?
NC(=O)N/N=C/c1ccccc1OC(=O)c1ccccc1Br,-5%
NS(=O)(=O)c1ccc(N=Nc2c[nH]c(=O)c(O)c2)cc1,?
O=C(Nc1cc(Sc2nc3ccccc3s2)cc([N+](=O)[O-])c1)c1ccccc1,-7%
CCOC(=O)c1cc(C)nc(SC)c1C#N,15%[57.5 µM]
S=C(Nc1ccc(OCc2ccccc2)cc1)Nc1cccc(Cl)c1Cl,0%

# Among those listed so far, these have a furan ring, fused or not:
SMILES,ERK EGF block
CC(C)C1Oc2ccccc2N(CC(=O)N(Cc2ccncc2)Cc2ccco2)C1=O (stereo not drawn),-2%
CC(C)/C(O)=C1/C(=O)OC(c2ccoc2)[C@@]2(C)C(O)C(O)[C@@]34OC5(C)OC67CC(C)(C(O)[C@@]6(O)C(O)[C@@]3(O5)C12)C(CC(=O)O)[C@@]74C (stereo partly drawn),-1%
O=C(c1ccco1)c1cn(CC(=O)N2CCCCCC2)c2ccccc12,8%
CCSc1ccc(-c2ccco2)nn1,-3%
N#C/C(=C/c1ccco1)C(N)=S,-7%[57.5 µM]

# The results go on:
SMILES,ERK EGF block
COC(=O)Cn1c(C)nc([N+](=O)[O-])c1Br,2%
COc1cc(C)c(NC(=O)C(=S)NCc2ccccc2)cc1C,-7%
COCCCN(C(=S)Nc1cc(C)cc(C)c1)C(C)c1ccncc1 (stereo not drawn),-4%
Cc1cc(O)ccc1Nc1nc(-c2cccs2)cs1,?
O=C(N/N=C1/CC(c2ccccc2)Oc2ccccc21)C1CC1 (stereo not drawn),-10%
Cc1ccc([N+](=O)[O-])cc1N(CC(=O)Nc1ccc(S(=O)(=O)Nc2cccc(C(F)(F)F)c2)cc1)S(C)(=O)=O,-2%
Cc1[nH]c2ccccc2c1C(=O)COC(=O)Cn1c(C)nc2ccccc21,7%
c1ccc2c(c1)nc(Nc1ccc(N3CCCCC3)cc1)c1nncn12,-9%[57.5 µM]
Cc1cc2ccccn2c1C(=S)NC(=O)c1ccccc1,?
Cc1ccc(CSc2nc3ccncc3n2CC(=O)Nc2cc(C)cc(C)c2)cc1,-1%

# Quoted from the listing.
# Value of `Cc1[nH]c2ccccc2c1C(=O)COC(=O)Cn1c(C)nc2ccccc21` under ERK EGF block: 7%
# Value of `COc1cc(C)c(NC(=O)C(=S)NCc2ccccc2)cc1C` under ERK EGF block: -7%
# Value of `COC(=O)Cn1c(C)nc([N+](=O)[O-])c1Br` under ERK EGF block: 2%

# Following part
SMILES,ERK EGF block
COc1ccccc1/C=C(\NC(=O)c1ccc(OC)c(OC)c1)C(=O)Nc1cccc([N+](=O)[O-])c1,5%
Cc1ccnc(N2C(=O)c3ccccc3C2Nc2cccc(C)c2C)c1 (stereo not drawn),-1%
COc1cccc(OCc2cc(/C=N/Nc3ccc(C(=O)O)cc3)ccc2OC)c1,1%[57.5 µM]
CCC(C)(C)NC(=O)CN(C(=O)c1csnn1)c1cccc2c1CCCC2,-1%
Cc1ccc(-c2cc(Cc3ccccc3)c(=O)[nH]n2)cc1,-3%[57.5 µM]
CCCCC(=O)NC1=C(C(=O)OC)SCC1,?
O=C(COC(=O)c1ccc(O)cc1)Nc1ccccc1-c1ccccc1,5%
CCN(CCO)Cc1csc2cc(C)ccc12,22%
CCCCOC(=O)c1ccc(NC(=O)C(=O)NCc2ccccn2)cc1,-2%[57.5 µM]
COc1ccc(NC(=O)C2CCC(CNS(=O)(=O)c3cccs3)CC2)cc1 (stereo not drawn),1%
O=C(/C(C=Nc1cc2c(oc1=O)CCCC2=O)=C(\O)c1ccccc1)c1ccccc1,-2%
CCOC(=O)c1c(/N=C/C2=C(O)CCCC2=O)sc(C)c1C,7%
Cc1ccc2nc(SCC(=O)Nc3cc([N+](=O)[O-])ccc3F)[nH]c2c1,-2%
CNc1nc(-c2ccc3c(c2)CCN3C(=O)c2ccccc2C)cs1,1%
CCOC1=C/C(=C/c2c(N)n3nc(-c4ccccc4)sc3nc2=O)C=CC1=O,1%
COc1cc2c(cc1OC)-c1cc3ccc(OC)c(OC)c3c[n+]1CC2,9%
CCCCCCCCSc1n[nH]c(N)n1,-3%
CCOC(=O)Cc1csc(NC(=O)COc2ccc(C)cc2)n1,1%
CC(C(=O)N1CCc2ccccc21)N1CCN(c2ccccn2)CC1 (stereo not drawn),3%
CCOC(=O)Cc1cc(=O)n2[nH]c(C)c(-c3ccccc3OC)c2n1,-4%
COc1cc(/C=N/Nc2ccc(S(N)(=O)=O)cc2)cc(OC)c1OC,2%
COC(=O)c1sccc1NC(=O)c1ccccc1[N+](=O)[O-],3%
Clc1ccc(N2CCN(/N=C/c3ccncc3)CC2)cc1,2%[57.5 µM]
O=C(COC(=O)c1sc2ccccc2c1Cl)NC1CCCCC1,-6%
CCC(=O)NC(Nc1sc2c(c1C(=O)OC)CCC2)C(Cl)(Cl)Cl (stereo not drawn),0%
CSc1ncccc1C(=O)Nc1nnc(C2CC2)s1,5%
COc1cc(/C=C/C(=O)OCC(=O)NC2CC2)cc(S(=O)(=O)N2CCc3ccccc32)c1OC,-4%
O=C(O)[C@H]1CCCNC1,-1%
Cc1ccc(S(=O)(=O)NNC(=S)NC(C)(C)C)cc1,0%[57.5 µM]
O=C(NN=C1CCC(=NNC(=O)c2cccnc2)CC1)c1cccnc1,2%

# 4 entries already listed, arranged by the number in ERK EGF block, high to low:
SMILES,ERK EGF block
COC(=O)c1sccc1NC(=O)c1ccccc1[N+](=O)[O-],3%
O=C(NN=C1CCC(=NNC(=O)c2cccnc2)CC1)c1cccnc1,2%
CCC(=O)NC(Nc1sc2c(c1C(=O)OC)CCC2)C(Cl)(Cl)Cl (stereo not drawn),0%
O=C(O)[C@H]1CCCNC1,-1%

# Next section
SMILES,ERK EGF block
CCOC(=O)N/N=C(\C)c1cccs1,1%
Cc1c(NC(=O)c2cc(-c3cccs3)nc3ccccc23)c(=O)n(-c2ccccc2)n1C,-9%
COc1ccc(CC2(CO)CCN(S(=O)(=O)c3c(C)nn(C)c3Cl)CC2)cc1,-8%
O=C(CCCn1nnc2ccccc2c1=O)N[C@@H](Cc1ccccc1)C(=O)O,3%[57.5 µM]
NC(=S)Nc1ccccc1Br,4%[57.5 µM]
Cc1ccc(C(=O)OCC(=O)Nc2ccc3[nH]c(=O)[nH]c3c2)cc1[N+](=O)[O-],-11%[57.5 µM]
O=C(O)CCSc1ccccn1,8%
Cc1ccc(C(C)C)cc1OCC(=O)N/N=C/c1ccc2c(c1)OCCO2,?
CCOCC(=O)OCC(=O)NC12CC3CC(CC(C3)C1)C2,0%
COc1ccc(OC)c(-c2cnc(OC(C)(C)C)nc2OC(C)(C)C)c1,-2%
CC1(C)Nc2ccccc2C(=O)N1NC(=O)c1ccccc1,9%
O=C(Oc1ccccc1C(=O)Nc1ccccc1)c1ccc(Br)c([N+](=O)[O-])c1,-2%
Cc1oc(-c2ccccc2Cl)nc1CN1CCCCC1CO (stereo not drawn),-20%
Cc1nc(Nc2ccccc2)sc1C(=O)Nc1ccccc1,-2%[57.5 µM]
CCCCNc1nc(C)nc2c1nc(-c1ccccc1)n2CC1CCN(C)CC1,-7%
COc1ccc(-c2nc(-c3ccc(NC(=O)c4ccncc4)cc3)no2)cc1OC,-4%
O=C(Nc1cccnc1)c1ccc(NS(=O)(=O)c2cccc([N+](=O)[O-])c2)cc1,5%[57.5 µM]
Cc1nc(S(=O)(=O)N2CCN(C3c4ccccc4-c4ccccc43)CC2)cn1C,-4%[57.5 µM]
COC(=O)C1CSC(C)(C)C(=O)N1 (stereo not drawn),-9%
COc1ccc(-c2csc(NC(=O)CN3C(=O)CCC3=O)n2)cc1OC,7%
O=C(Cc1ccc(Br)cc1)N1CCN(c2ccccn2)CC1,-2%
CC(=O)c1sc(NC(=O)COc2c(C)cc(Cl)cc2C)nc1C,-1%
O=c1c2ccccc2nc(/C=C/c2c[nH]c3ccccc23)n1CCO,4%
CC(=O)c1ccc(NC(=O)C(C)N(C)CC(=O)Nc2ccc(Cl)cc2)cc1 (stereo not drawn),10%
O=C(N/N=C/c1ccncc1)c1ccc(NS(=O)(=O)c2cccs2)cc1,9%
CCOC(=O)N1CCC(N2C(=O)c3ccc(C(=O)Nc4ccc(F)cc4F)cc3C2=O)CC1,-7%
CN1CCNC(=O)C1CC(=O)NCC1(c2ccccc2)CCCCC1 (stereo not drawn),1%
O=C(c1ccc2c(c1)OCO2)N1CCCCC1,-4%
O=C(CN1C(=O)c2ccccc2C1=O)Nc1ccc(Cl)cn1,-4%
CC(C)CNC(=O)c1cccc(NC(=O)C(C)Oc2ccccc2)c1 (stereo not drawn),-3%
S=C(NCc1ccc2c(c1)OCO2)Nc1ccc(-c2nc3ccccc3[nH]2)cc1,?
Cc1ccc(CSC2=NCCN2C(=O)c2ccc([N+](=O)[O-])cc2)cc1,-2%
CCc1nnc(NC(=O)/C=C/c2cccs2)s1,6%

# A portion of the library. The share of hits here may be higher or lower than overall.
